PLCb3 inh: human PLC-beta3 inhibitors, primary screen, biochemical, fluorescence. Purified PLC-beta3, fluorogenic substrate. inhibition, % at 12.2 µM. 0.18% of 370,000 active; in the data active = inhibition above about 11%;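 also: 0% = median of compound wells on plate and 100% = full blocker control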
HGIII-sPLA2 inh: human group III sPLA2 inhibitors, primary screen, biochemical, QFRET, BODIPY PC-A2 liposome substrate; inhibition, % at 12.2 µM; 0.56% of 370,000 active; QFRET BODIPY PC-A2 liposome hydrolysis, fluorescence; Group 3 secretory phospholipase A2 (Homo sapiens), Q9NZ20; AID 743126, 2013;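 active = inhibition above mean plus 3 SD of compounds lying within the high and low control bounds, cut at about 19% in these data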;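 also: 0% = median of test compound wells and 100% = no enzyme DMSO wells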
Target sequence (Q9NZ20 whole entry, looked up): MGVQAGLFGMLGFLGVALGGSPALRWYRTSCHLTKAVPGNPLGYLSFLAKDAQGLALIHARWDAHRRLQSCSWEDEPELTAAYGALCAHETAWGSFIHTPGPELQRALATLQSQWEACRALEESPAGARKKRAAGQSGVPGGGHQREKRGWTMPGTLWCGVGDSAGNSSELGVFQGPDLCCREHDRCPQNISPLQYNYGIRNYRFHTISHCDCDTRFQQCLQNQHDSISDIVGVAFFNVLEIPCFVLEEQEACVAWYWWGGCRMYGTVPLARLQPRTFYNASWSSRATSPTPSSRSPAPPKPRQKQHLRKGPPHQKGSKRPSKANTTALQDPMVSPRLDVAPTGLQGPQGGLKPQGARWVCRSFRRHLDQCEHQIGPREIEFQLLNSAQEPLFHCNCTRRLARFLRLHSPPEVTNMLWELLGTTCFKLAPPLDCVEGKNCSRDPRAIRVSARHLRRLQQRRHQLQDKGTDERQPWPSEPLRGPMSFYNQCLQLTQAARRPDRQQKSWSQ
hcDAF-12 act: H. contortus DAF-12 nuclear receptor activators, primary screen, cell-based, luminescence, HEK293, lit1-tk-luc reporter | HEK293 hcDAF-12 lit1-tk-luc reporter; 0% DMSO, 100% Δ7-dafachronic acid | activation, % at 6.8 µM | 1.4% of 370,000 active | AID 652067, 2013;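 active = activation above the mean of all tested compounds plus 3 SD, cut at about 5.5% in these data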;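 also: 100% = response to 3 µM Δ7-dafachronic acid high control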
NR1D1 modulator: modulators of Rev-erb alpha DNA binding, primary screen, biochemical, FITC-DNA, fluorescence polarization, uHTS; activity, % at 10 µM; Nuclear receptor subfamily 1 group D member 1 (Homo sapiens), P20393; Rev-erbα–FITC-DNA binding, 90 min; 0.79% of 370,000 active; AID 1259318, 2017;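 active = activity above about 14%, limit read from the data; passing the limit was not always enough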;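 also: 0% = DMSO wells with 35 nM protein and 100% = DMSO wells with 750 nM protein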
DAX1 inh-1: DAX1 (NR0B1) inhibitors on StAR promoter, primary screen, cell-based, luminescence, SF-1 (NR5A1), full-length DAX-1. HEK293T StAR-luciferase reporter, SF-1/DAX-1 repression relief. inhibition, % at 6.8 µM. 1.1% of 370,000 active. AID 652010, 2013;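 active = inhibition above the mean over all tested compounds plus 3 SD, cut at about 3.6% in these data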;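 also: 0% = DAX-1 cells with DMSO and 100% = cells lacking DAX-1 with DMSO; higher inhibition means more luminescence from relief of DAX-1 repression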
PG9 binder: binders of HIV-1 gp120 antibody PG9, primary screen, biochemical, TR-FRET | HIV-1 gp120 / PG9 antibody interaction | TR-FRET gp120-PG9 antibody binding | inhibition, % at 6.7 µM | 0.43% of 360,000 active; in the data active = inhibition above about 8.5%
GAA850 FXN act: FXN promoter activators, primary screen, cell-based, luciferase luminescence, HEK293 lucGAA850 | HEK293 lucGAA850 FXN promoter luciferase reporter, 24 h; percent of 10 µM SAHA response | activation, % at 6 µM | 0.56% of 360,000 active | AID 540364, 2011;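 active = activation above the average of all compounds screened plus 3 SD, cutoff fixed separately per campaign, cut at about 7.5% in these data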;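 also: 0% = DMSO wells and 100% = 10 µM SAHA wells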
SMARCA2 act: SMARCA2 (BRM) function activators, primary screen, cell-based, luminescence, high throughput. 1% of 370,000 active. MG213 cells, MMTV-luciferase reporter, dexamethasone, overnight. activation, % at 9.1 µM; in the data active = activation above about 7.8%;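 also: 0% = vehicle wells and 100% = reference activator wells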
ssDAF12 agonist: S. stercoralis DAF-12 nuclear receptor activators, primary screen, cell-based, luminescence, HEK293, GRIP1 co-expression, lit1-tk-luc | HEK293 ssDAF-12/GRIP1 lit1-tk-luc reporter; % of 3 µM dafachronic acid response | activation, % at 6.8 µM | 1% of 370,000 active | AID 652126, 2013;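 active = activation above the mean over all tested compounds plus 3 SD, cut at about 0.9% in these data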;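 also: 0% = DMSO-only wells and 100% = 3 µM delta7-dafachronic acid wells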
DAX1 inh-2: DAX1 (NR0B1) inhibitors, primary screen, cell-based, HEK293, Gal4-DAX1, luciferase luminescence; AID 504766, 2011; Nuclear receptor subfamily 0 group B member 1 (Homo sapiens), P51843; HEK293 Gal4-DAX1 luciferase reporter; 0.99% of 340,000 active; inhibition, % at 6.75 µM;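 active = inhibition above the mean over all tested compounds plus 3 SD, cut at about 4.2% in these data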;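 also: 0% = DAX1-transfected cells with DMSO and 100% = empty-vector control cells with DMSO; inhibition shows as a rise in luminescence from relieved DAX1 repression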
Target sequence (P51843 207-470 limits assumed): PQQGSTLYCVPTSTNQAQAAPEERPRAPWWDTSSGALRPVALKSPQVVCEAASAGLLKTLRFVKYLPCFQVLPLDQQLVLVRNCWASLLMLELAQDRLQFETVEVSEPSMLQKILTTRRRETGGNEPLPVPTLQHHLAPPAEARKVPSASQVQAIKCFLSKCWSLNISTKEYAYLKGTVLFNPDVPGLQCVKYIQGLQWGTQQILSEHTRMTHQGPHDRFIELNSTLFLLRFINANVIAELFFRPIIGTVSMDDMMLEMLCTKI
hgDAF-12 ag: H. glycines DAF-12 receptor agonists, primary screen, cell-based, luminescence, HEK293, GAL4 fusion, UAS-luciferase; Nuclear hormone receptor DAF-12 (Heterodera glycines), GAL4 fusion; HEK293 GAL4-hgDAF12 UAS-luciferase reporter, agonist luminescence; normalized to butyrate control; activation, % at 6.8 µM; 1.8% of 370,000 active; AID 687014, 2013;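 active = activation above a cutoff set at the mean of all screened compounds plus 3 SD, cut at about 10% in these data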;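 also: 0% = DMSO wells and 100% = sodium butyrate wells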
The depositor's hits bear a star; i = inactive; . = not tested or not shown.

Compound	PLCb3 inh	HGIII-sPLA2 inh	hcDAF-12 act	NR1D1 modulator	DAX1 inh-1	PG9 binder	GAA850 FXN act	SMARCA2 act	ssDAF12 agonist	DAX1 inh-2	hgDAF-12 ag
CN(C(=O)[C@@H]1CC=C[C@@H]2CCN(C3CCCCC3)C(=O)[C@@H]21)c1ccccc1	6	4	-0.6	-5	.	.	.	.	-1.1	.	1.1
CC1CCC2(CC1)NC(=O)N(NC(=O)c1cccc(N(C)C)c1)C2=O (centres undefined)	-34	12	-0.5	-1	1.6	-2.9	1.3	0	-1.5	0.8	1.7
O=C(COC(=O)/C=C/c1ccccc1)NC1CC1	-3	3	-1.3	2	1.3	-4.4	0.5	-1	-0.8	-0.2	0.5
COc1ccccc1-n1c(SCC(=O)c2ccc(O)cc2O)nc2cc([N+](=O)[O-])ccc21	-6	-67	1.4	-1	-0.3	0.4	1.3	-4	-1.7	1.4	-1.8
O=C(Cn1ncc2c3ccccc3n(Cc3ccc(F)cc3)c2c1=O)N1CCN(c2ncccn2)CC1	-11	-11	-2.3	-2	-0.9	0.8	-0.1	-2	-1.3	-0.6	-4.1
CCOC(=O)C1CCN(C(=O)CN(Cc2ccc(Cl)cc2)S(C)(=O)=O)CC1	0	-8	0.7	-3	-0.3	-1.2	-2.2	0	-1.1	-0.1	-1.2
O=C(O)[C@H]1Cc2ccccc2CN1S(=O)(=O)c1ccc(F)cc1	-6	4	-0.5	-5	0.3	-1.0	2.4	-1	0.0	-0.2	2.7
C=CCn1c(SCC(=O)NCC2CCCO2)nnc1-c1ccncc1 (centres undefined)	-5	4	-1.6	1	2.5	0.6	1.4	-4	-1.3	-0.3	-0.6
OCC1(Cc2ccc(Cl)cc2)CCN(CCCc2ccccc2)CC1	1	-17	-1.6	-4	0.5	0.5	-1.8	2	-1.8	.	4.0
CCOC(=O)C1CCCN(C(=O)c2ccc(CS(=O)(=O)Cc3ccccc3C)o2)C1 (centres undefined)	-2	11	-2.0	2	-0.1	-2.4	-2.1	-3	-0.5	-1.5	4.2
OC(CSc1nnnn1-c1ccccc1)Cn1c2ccccc2c2ccccc21 (centres undefined)	-2	-19	1.6	5	-0.5	-1.1	.	1	-0.5	.	-2.2
Cc1ccc(S(=O)(=O)Nc2cc(Cl)c(O)c3ncccc23)cc1	-15	-17	-2.6	1	-7.7	-5.1	-6.3	-5	-1.5	-3.0	-9.4
CCOC(=O)NC1(C(F)(F)F)C(=O)NC(C)=C1C(=O)OC (centres undefined)	2	0	-0.3	-2	0.2	-0.5	-2.4	0	-1.3	-0.4	0.4
O=C(CN1CCN(Cc2ccc(F)cc2)CC1)Nc1nc2ccccc2s1	0	-7	2.7	3	-0.4	0.5	-1.8	-4	0.2	1.1	0.6
COc1ccccc1OCC(=O)Nc1ccc(S(=O)(=O)NC(C)=O)cc1	4	-10	-0.1	1	0.8	-0.5	0.7	0	-1.0	0.6	-4.0
COc1cc(C(=O)Nc2ccc(S(=O)(=O)Nc3ncccn3)cc2)c([N+](=O)[O-])cc1OC	-1	-4	-1.8	-5	0.1	-0.1	1.5	-4	-1.4	0.6	-1.4
CCOC(=O)c1c(C)[nH]c(C)c1C(=O)COC(=O)/C=C/c1cccc(F)c1	0	-14	-2.4	-3	-0.1	-2.0	-0.4	0	-1.2	1.0	0.3
Cc1cc(C)cc(C(=O)NC(CC(N)=O)c2ccc(NC3CCCCCC3)c([N+](=O)[O-])c2)c1 (centres undefined)	1	1	0.6	3	0.1	2.3	1.5	1	-0.9	0.3	-0.8
FC(F)(F)c1cnc(N2CCSCC2)c(Cl)c1	-2	3	1.0	-7	0.4	1.4	2.2	3	-1.5	0.9	0.7
COc1ccccc1CNC(=O)CSc1nnc2c(Cl)cc(C(F)(F)F)cn12	-3	-1	1.4	-3	-0.3	-2.9	0.8	1	-0.6	3.9	0.0
Cc1nn(CCC#N)c(C)c1Oc1ccccc1O	-8	4	-0.6	-3	0.0	-0.6	2.7	-2	-0.9	3.4	-0.5
CCc1ccc(OCc2nnc(SCC(=O)NCC3CCCO3)n2C)cc1 (centres undefined)	-4	3	-0.7	-3	-0.3	-0.7	7.0	-2	-1.1	-0.2	0.6
Cc1ccc(C)c(OCC(=O)Nc2cc(C)on2)c1	-2	2	2.8	3	2.6	0.0	1.5	5	-1.2	0.9	4.6
CN(C(=O)C1CCCCC1)C1(C)CCS(=O)(=O)C1 (centres undefined)	-4	4	-0.3	-7	0.8	1.6	0.3	-1	-1.0	0.1	-0.8
CC(C)c1onc(C(=O)Nc2cccnc2Cl)c1[N+](=O)[O-]	-3	4	-0.7	2	-0.2	-0.6	-0.3	-1	-1.2	3.0	2.2
Cc1cc(C)c(NC(=O)COC(=O)C2=COCCO2)c(C)c1	1	-1	-1.0	1	-0.4	0.7	-0.9	0	-1.0	1.1	-3.5
CC(Sc1ncn[nH]1)C(=O)NCc1ccccc1 (centres undefined)	-6	10	-0.6	-4	0.8	-1.9	2.2	-2	-0.2	-0.1	-1.1
O=C(c1ccccc1)N1CCN(C2c3cccc4cccc(c34)C2NS(=O)(=O)c2ccccc2)CC1 (centres undefined)	1	-19	-1.5	-1	-0.1	0.7	-8.6	-3	-1.3	0.9	-1.1
CCN(CC(=O)Nc1ccc(NC(C)=O)cc1)CC(=O)Nc1cccc(Cl)c1	-3	-9	-1.0	7	0.0	-1.6	4.1	1	-0.6	-0.4	0.1
Cc1cc(Br)cn2c(Cc3cccc(F)c3)c(-c3ccc(C#N)cc3)nc12	-15	5	2.6	27*	0.3	9.2*	.	1	-0.2	.	-1.1
C/C(=N\Nc1nc(N)cc(Cl)n1)c1cccc([N+](=O)[O-])c1	0	3	-1.2	-4	-0.7	5.6	0.4	-1	-1.2	1.2	1.6
CCOC(=O)[C@H]1[C@H]2COc3cc(OC)ccc3[C@@H]2N2C(=O)CN(C)C(=O)[C@@]12C	-1	7	-0.8	9	0.4	-0.5	1.2	-1	-1.0	-0.1	0.2
O=C1c2cccc3c(O)ccc(c23)C(=O)N1Cc1ccccc1	i	-375	-0.1	73*	-0.3	-0.5	-1.6	0	-1.1	1.3	-1.1
COC(=O)Cc1ccc(NC(=S)N2CCN(CCO)CC2)cc1	4	10	0.0	4	-0.2	0.5	2.6	-8	-1.3	1.8	1.9
COC(=O)C(Cc1cccc(C)n1)(c1ccccc1)c1ccccc1	-2	7	0.1	5	0.6	0.4	1.4	-4	-1.2	0.4	0.2
CCN1CCN(S(=O)(=O)c2ccc(Cl)c(C(=O)Nc3ccccc3N3CCCC3)c2)CC1	-5	1	0.5	-3	0.4	-4.0	-3.9	-2	-1.4	-1.2	3.3
Cc1ccc([C@H]2C[C@@H](O)[C@H](n3cc(COC(=O)c4ccccc4)nn3)CN2C(=O)c2cccs2)cc1	4	-7	0.1	5	-1.1	-0.4	-0.5	-1	-1.1	0.0	1.1
CCOC(=O)C1(Cc2ccc(Cl)cc2)CCN(C(=O)C2CCCO2)CC1 (centres undefined)	-3	2	-0.3	-1	-0.1	4.1	3.2	0	-1.8	-0.3	-1.6
O/N=C/c1ccn(-c2ccc(Br)cc2)c1	0	-2	0.7	3	5.6*	0.5	3.2	3	-0.3	4.5*	14*
COc1ccc(NC(=O)CSc2nnc(C3CCCCC3)n2N)cc1OC	-4	-7	-0.1	-4	-0.3	-1.7	0.8	-3	-1.1	0.7	1.0
CC(C)(O)CN(CCCNC(=S)Nc1ccccc1)C(=S)Nc1ccccc1	5	8	1.1	2	0.7	0.4	-0.4	3	-0.8	3.1	-0.6
CC(C)c1ccc(S(=O)(=O)Nc2ccc(O)c(Sc3ncn[nH]3)c2)cc1	-7	-94	-1.9	-2	-1.6	-0.1	3.2	-2	-0.7	-0.8	-2.8
CC(C)[C@@H]1NC(=O)c2cc([N+](=O)[O-])cc(I)c2OCC[C@@H](C(N)=O)NC(=O)[C@H](CCC(=O)O)NC1=O	1	-3	-0.7	0	1.0	-0.5	0.2	0	-1.3	-0.9	0.5
CC(C)(C)OC(=O)N1CCCN(C(=O)Nc2ccc(OC(F)(F)F)cc2)CC1	-4	1	-1.8	-2	-0.5	0.6	2.8	-1	-1.1	0.9	-0.5
CCOC(=O)c1cccc(N/C=C/C(=O)c2ccc(OC)c(OC)c2)c1	-39	-17	1.6	-6	0.1	0.1	3.1	2	-1.0	-1.6	3.1
CN(C)CCNC(=O)c1ccc2c(=O)n(Cc3ccc(Cl)cc3)c(=S)[nH]c2c1	-18	0	-1.7	0	0.5	-0.9	-1.1	-3	-1.0	2.5	1.3
CC(C)CNC(=S)N1CCC(Cc2ccccc2)CC1	-2	9	-1.5	0	-3.4	-1.2	-0.7	-3	-0.7	0.2	-2.9
Cc1ccc(C(=O)NC2CCN(C(=O)N3CCOCC3)CC2)cc1	0	-1	-0.5	-3	0.3	-0.3	-1.8	2	-0.9	0.4	1.2
CSCCC(NC(=O)c1ccco1)C(=O)N1CCCC(C(F)(F)F)C1 (centres undefined)	-12	16	0.3	-1	-0.4	0.5	0.7	0	0.2	0.0	0.4

Complete entries from above.
Entry for `CCOC(=O)[C@H]1[C@H]2COc3cc(OC)ccc3[C@@H]2N2C(=O)CN(C)C(=O)[C@@]12C` → PLCb3 inh: -1; HGIII-sPLA2 inh: 7; hcDAF-12 act: -0.8; NR1D1 modulator: 9; DAX1 inh-1: 0.4; PG9 binder: -0.5; GAA850 FXN act: 1.2; SMARCA2 act: -1; ssDAF12 agonist: -1.0; DAX1 inh-2: -0.1; hgDAF-12 ag: 0.2
Entry for `CN(C)CCNC(=O)c1ccc2c(=O)n(Cc3ccc(Cl)cc3)c(=S)[nH]c2c1` → PLCb3 inh: -18; HGIII-sPLA2 inh: 0; hcDAF-12 act: -1.7; NR1D1 modulator: 0; DAX1 inh-1: 0.5; PG9 binder: -0.9; GAA850 FXN act: -1.1; SMARCA2 act: -3; ssDAF12 agonist: -1.0; DAX1 inh-2: 2.5; hgDAF-12 ag: 1.3

Rows are unselected; 7% or so of the library scored in one or more.
